NIH3T3 tox: Cytotoxic Profiling in NIH 3T3 Cell Line of Diverse Libraries Using Quantitative High-Throughput Screening | NIH 3T3 viability, CellTiter-Glo ATP luminescence, 48-72 h | AID 1345082, 2018 | Potency, µM (doses to about 96.7 µM), inactives show top-dose activity change, negative = cytotoxicity, usual class: inhibitors | hit rate 4.3% among 94,000; further: potency means the concentration at half of the fitted maximal effect; nearly all actives have a fitted effect of over 55% in size
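Mouse fibroblast NIH 3T3 cells, 400 per well, received compound via pintool and were incubated for 48 or 72 hr prior to CellTiter-Glo ATP luminescence measurement.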
GPT2 inhibitor: Primary qHTS assay for inhibitors of Glutamate pyruvate transaminase 2 (GPT2); hit rate 0.25% among 100,000; Recombinant GPT2, coupled pyruvate oxidase/HRP Amplex Red fluorescence; Alanine aminotransferase 2 (Homo sapiens), Q8TD30; Potency, µM (top dose mostly 57.7 µM), for inactives: top-dose activity change, negative = inhibition, most hits filed as inhibitors; further: potency means the concentration at half of the fitted maximal effect; nearly all actives have a fitted effect of over 60% in size; many of its hits are not listed in these tables
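Fluorescence read-out: pyruvate from GPT2 turnover coupled to pyruvate oxidase, HRP and Amplex Red (0.2mM ThPP, 0.2U/mL PO and HRP, 50uM Amplex final). Substrates 250uM a-KG, 2mM L-alanine; enzyme 10ng/uL; 30 min RT.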
SNCA expr inh: Primary qHTS assay for inhibitors of alpha-synuclein gene (SNCA) expression; HEK-293 SNCA-luciferase knock-in, luminescence, 24 h; Potency, µM (titrated, usually from 57.2 µM), without a hit: at the highest dose activity change, negative = inhibition, most hits filed as inhibitors; hit rate 0.17% among 140,000;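 further: potency means the concentration at half of the fitted maximal effect; plate controls were DMSO cells for no effect and cell-free wells for full effect; nearly all actives have a fitted effect of over 45% in size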
HEK293 tox: Cytotoxic Profiling in HEK 293 Cell Line of Diverse Libraries Using Quantitative High-Throughput Screening. AID 1345083, 2018. HEK 293 viability, ATP luminescence (CellTiter-Glo), 48-72 h. hit rate 6.6% among 94,000. Potency, µM (top dose mostly 115 µM), inactives show at the highest dose activity change, negative = cytotoxicity, usual class: inhibitors; further: potency means the concentration at half of the fitted maximal effect; nearly all actives have a fitted effect of over 60% in size
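Viability of HEK 293 cells, plated at 250 cells/well, was judged by cellular ATP after compound treatment for 48 or 72 hr. Luminescence was imaged 10 min after CellTiter-Glo addition at room temperature.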
IP6K1 inh: Primary qHTS assay for small molecule inhibitors of Inositol hexaphosphate kinase 1 (IP6K1); IP6K1 kinase, ADP-Glo luminescence, 2 h; active compounds read low; hit rate 0.81% among 140,000; activity change, % (series mostly up to about 58 µM); in the data active means activity change below about -25%
Target sequence (Q92551 whole entry, looked up): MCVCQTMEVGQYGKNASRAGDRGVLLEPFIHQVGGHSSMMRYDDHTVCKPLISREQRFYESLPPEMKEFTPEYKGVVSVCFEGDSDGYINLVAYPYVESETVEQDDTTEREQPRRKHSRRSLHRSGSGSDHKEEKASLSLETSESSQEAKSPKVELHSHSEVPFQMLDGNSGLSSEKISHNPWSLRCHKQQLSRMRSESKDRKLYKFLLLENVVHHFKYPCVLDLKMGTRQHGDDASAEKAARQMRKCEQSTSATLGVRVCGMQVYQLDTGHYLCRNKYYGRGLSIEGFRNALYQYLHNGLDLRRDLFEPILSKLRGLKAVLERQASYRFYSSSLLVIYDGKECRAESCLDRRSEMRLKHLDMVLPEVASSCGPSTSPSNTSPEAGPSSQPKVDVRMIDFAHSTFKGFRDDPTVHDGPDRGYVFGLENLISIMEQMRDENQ
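ADP-Glo luminescence measures ADP made by human IP6K1 during a 2 h RT reaction with ATP/IP6 (mix at 1.3 mM/130 uM); top library doses 57.5 and 19.1 uM final.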
FLuc inh: Firefly luciferase inhibition profiling of diverse chemical library using quantitative high-throughput screening | Luciferin 4-monooxygenase (Photinus pyralis), P08659 | purified P. pyralis luciferase, luminescence, biochemical | Potency, µM (titrated, usually from 115 µM), for inactives: at the highest dose activity change, negative = inhibition, actives largely listed as inhibitors | hit rate 2.5% among 76,000 | AID 1347043, 2019; further: potency means the concentration at half of the fitted maximal effect; nearly all actives have a fitted effect of over 65% in size
Target sequence (P08659 whole entry, looked up): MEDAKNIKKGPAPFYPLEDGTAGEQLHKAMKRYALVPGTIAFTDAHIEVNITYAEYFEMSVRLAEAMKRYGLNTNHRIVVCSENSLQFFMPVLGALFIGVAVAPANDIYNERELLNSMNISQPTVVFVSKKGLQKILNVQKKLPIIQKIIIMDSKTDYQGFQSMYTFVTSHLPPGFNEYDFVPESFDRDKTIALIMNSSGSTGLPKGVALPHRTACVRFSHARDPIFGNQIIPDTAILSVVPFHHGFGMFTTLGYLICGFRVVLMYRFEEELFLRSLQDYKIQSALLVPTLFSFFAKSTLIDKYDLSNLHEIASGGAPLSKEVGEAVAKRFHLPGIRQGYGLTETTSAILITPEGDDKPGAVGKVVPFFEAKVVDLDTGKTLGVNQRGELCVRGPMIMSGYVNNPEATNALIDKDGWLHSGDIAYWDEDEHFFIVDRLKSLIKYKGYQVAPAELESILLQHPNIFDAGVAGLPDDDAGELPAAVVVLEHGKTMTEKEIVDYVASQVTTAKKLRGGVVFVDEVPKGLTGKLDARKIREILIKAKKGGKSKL
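Biochemical qHTS: compound (6-point titration) added to 10uM D-luciferin plus 10uM ATP in Tris acetate pH 7.5 buffer with Mg, Tween-20 and BSA, then purified enzyme at 10nM; light output imaged.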
SNCA viab count: GF-AFC viability counterscreen for inhibitors of alpha-synuclein gene (SNCA) expression | AID 1671193, 2021 | hit rate 0.12% among 150,000 | Potency, µM (top dose mostly 57.1 µM), without a hit: top-dose activity change, negative = cytotoxicity, usual class: cytotoxic | HEK-293-SNCA-luc viability, GF-AFC fluorescence, 24 h;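 further: potency means the concentration at half of the fitted maximal effect; 0% = DMSO-treated cells and -100% = medium-only wells without cells; nearly all actives have a fitted effect of over 30% in size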
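Cytotoxicity counterscreen: after 24 h compound treatment of genome-edited SNCA-luciferase HEK-293 cells, live-cell protease substrate GF-AFC read by fluorescence after 30 min; activity scaled between DMSO (0%) and medium-only (-100%), curves Hill-fitted.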
Active calls of the source: *; i = inactive; ? = inconclusive; · = no result given; & = joins results of further samples; ! = a repeat was not active; [ ] = remark or other dose. Unless noted, the call rests on the fitted dose curve; in most records, active means well fitted curve in the direction sought with a large enough effect; inconclusive means small, poorly fitted or top-dose-only effect, or another doubt; inactive means no such curve, though single readings can be large; an effect the other way counts as inactive or inconclusive. Unless noted, on the % scale 0 is the no-effect control and ±100 the full control effect. A portion of the library; the hit share may differ from the screen's.

SMILES	NIH3T3 tox	GPT2 inhibitor	SNCA expr inh	HEK293 tox	IP6K1 inh	FLuc inh	SNCA viab count
Cc1ccc(Cl)cc1N1CCN(S(=O)(=O)c2ccc3[nH]c4c(c3c2)CCCCC4)CC1	·	·	-22%	·	6	·	-9%
COc1cc(C)c(C(=O)NC2C(C)OC(OC3CCC(C)C4C3C=C(C)C3/C(C)=C\CC/C(C)=C/C5(C)C=C(C(=O)O)C(C)CC56OC(=O)/C(=C(\O)C34C)C6=O)C(O)C2(C)O)c(O)c1 (centres undefined)	·	?	·	·	-9	·	2%[12.5 µM]
O=C(CCC1CCCN(S(=O)(=O)c2ccccc2F)C1)NCCN1CCOCC1 (centres undefined)	4%	-7%	-23%	-7%	3	5%	13%
Cc1c(CN(C)CC2(O)CCCN(Cc3ccc(C(C)C)cc3)C2=O)cnn1C (centres undefined)	-11%	1%	-6%	?	-37*	-5%	3%
COc1cccc(NC(=O)Cn2c(=O)n(Cc3ccc(F)cc3)c(=O)c3sc4ccccc4c32)c1	·	·	31%[activator]	·	-4	·	-13%
Cc1cccc(-c2ccc3c(c2)C(=O)N2CC[C@H](NC(=O)c4cccs4)[C@H]2C(=O)N3)c1C	?	-1%	-28%	?	-5	3%	-14%
CCOc1ccc(NC(=O)CN(c2ccccc2OCC)S(=O)(=O)c2ccccc2)cc1	·	·	-2%	·	8	·	11%
Cc1ccncc1C(=O)N1CCN(C(=O)N2CC3CC(C2)[C@H]2CCCC(=O)N2C3)CC1 (some centres undefined)	i	-4%	5%	-13%	-5	7%	7%
Cn1ncc2c(C(=O)NCc3ccc(C(F)(F)F)cc3)cc(-c3ccc(Cl)cc3Cl)nc21	?	3%	-21%	?	9	·	?
CCS(=O)(=O)c1ncc(N(Cc2ccco2)Cc2sccc2C)c(C(=O)Nc2ccc(C)cc2C)n1	·	·	4%	·	-3	·	0%
CC(=O)Nc1ccc(C(=O)N2CCC3(CC2)CN(C(C)=O)Cc2ccccc2O3)cc1	-3%	-2%	13%	2%	3	·	-6%
NS(=O)(=O)c1cccc(-n2ccnc2-c2cc3n(n2)CCCNC3)c1	-8%	i	9%	-22%	-2	-2%	8%
COc1cccc(CNC(=O)c2ccc3nc(N4CCCCC4)sc3c2)c1OC	·	·	87%[activator]	·	1	·	2%
COc1ccc(C(=O)N2CC(c3nnc(-c4ccc(C)cc4)o3)C3(CCOCC3)C2)c(C)c1 (centres undefined)	-5%	i	-1%	?	1	3%	-13%
CCNC(=O)N(C1CC1)C1CCOC2(CCN(C(=O)C3(c4ccccc4)CC3)CC2)C1 (centres undefined)	-14%	i	6%	?	-8	-3%	8%
CC(C)c1ccc(Nc2c(-c3ccsc3)nc3ccc(Cl)cn23)cc1	·	·	1%	·	-31*	·	10%
COCCNC(=O)C(NC(=O)c1ccccc1Cl)C1CCN(C(=O)c2ccc(OC)cc2)CC1 (centres undefined)	-3%	i	-3%	2%	7	-7%	?
CCn1cc(C(=O)N2C[C@@H](COC)[C@H](C(=O)NC)C2)cn1	i	-28%	-9%	-4%	13	2%	-20%
Cn1c(=O)cc(SCC(=O)N2CCN(c3ccccc3)CC2)c2ccccc21	·	·	50%[activator]	·	14	·	5%
O=C(Cc1ccccc1F)N1CCC(c2noc(-c3cccnc3)n2)C1 (centres undefined)	-4%	-5%	-8%	-3%	-3	8%	-3%
O=C(Cc1cccc(F)c1)N1CCN(C(=O)c2nnn3c2COC(c2ccccc2)C3)CC1 (centres undefined)	0%	i	21%	-16%	-4	3%	-16%
C=C1C(=O)OC2/C=C(\CO)CC/C=C(\C=O)CC(OC(=O)CC(C)C)C12 (centres undefined)	·	4%[27.3 µM]	·	·	3	·	?
CC1CCC2(CC1)NC(=O)N(CC(=O)Nc1ccc(F)c(Cl)c1)C2=O (centres undefined)	-8%	i	1%	-27%	3	0%	-5%
Cc1cc(C)nc(-n2nc(C)c3c2N(Cc2ccccc2)C(=O)CC3c2ccc(Cl)cc2)n1 (centres undefined)	·	·	?	·	16	·	?
CC(C)C(=O)N1CCN(c2nccc(Nc3ccccc3Cl)n2)CC1	?	i	91%[activator]	40µM*	17	·	1%
CN1CC(=O)N(c2cccnc2)Cc2c1ncnc2N1CCCCC1	-19%[138 µM]	i	0%[87.6 µM]	-4%[172 µM]	-1	3%[172 µM]	-7%[87.6 µM]
O=C(c1ccsc1)N1CCC2(CC1)CN(C1CCC1)CC2CO (centres undefined)	-18%	4%	-17%	?	6	-10%	-1%[12.5 µM]
COc1ccc(Cn2c(=O)c(C(=O)NC3CC3)nc3cccnc32)cc1	-13%	1%	29%	i	16	·	0%
CC(=O)N1CCCC(C(=O)NCCc2csc(-c3ccncc3)n2)C1 (centres undefined)	-31%	0%	-2%	-15%	4	-26%	-11%
Cc1ccc(-c2cn3c4c(sc3n2)CCCC4)cc1	·	3%	·	·	-2	·	5%
CCOC(=O)c1c(S(=O)(=O)NCC(=O)Nc2cc(C)ccc2C)c(C)n(C)c1C	·	·	6%	·	9	·	-2%
O=C1[C@@H]2C[C@@H](CN2Cc2ccc(Cl)cc2)Oc2ccccc2N1Cc1ccccc1	32µM*	4%[88.5 µM]	?	63µM*	7	-13%[172 µM]	-19%[87.6 µM]
CSc1nc2sc3c(c2c(=O)n1-c1ccccc1)CCC(C(C)(C)C)C3 (centres undefined)	·	·	13%	·	4	·	3%
Cc1noc(-c2ccn3c(CNC(=O)c4ccccc4Cl)nnc3c2)n1	?	-15%	-3%	?	-3	-3%	-11%
O=C(c1ccccn1)N1CCCC(Cc2nc(C3CCOCC3)no2)C1 (centres undefined)	-4%	-2%	-13%	9%	5	5%	1%
COc1cc(OC)cc(C(=O)Nc2ccc(S(=O)(=O)Nc3onc(C)c3C)cc2)c1	·	·	-15%	·	25	·	-6%
Cc1nc2scc(CC(=O)N3CCOCC3)n2c(=O)c1-c1cc(C)n(-c2ccc(F)cc2)n1	-3%	0%	-1%	i	-20	6%	8%
Cc1cc(C(=O)NC2CC(C)(C)Cc3nc(C(C)(C)C)ncc32)n[nH]1 (centres undefined)	-20%	1%	-20%	-27%	9	-2%	0%
CCOC(=O)C1CCCN(C(=O)C2CCN(S(=O)(=O)c3c(C)noc3/C=C/c3ccc(C)cc3)CC2)C1 (centres undefined)	·	·	3%	·	11	·	11%
COc1ccc(-n2c(=O)c3sc4ccccc4c3n(C)c2=O)cc1	·	·	52%[activator]	·	-2	·	-21%
CN1CCC2(C1)CN(CC1CCOCC1)c1ccc(C(=O)NCCc3ccccc3)cc12 (centres undefined)	?	i	15%[87.6 µM]	?	-6	4%[172 µM]	5%[87.6 µM]
CC(C)c1ccc(NC(=O)O[C@@H]2CO[C@H]3[C@@H]2OC[C@@H]3NS(=O)(=O)Cc2ccccc2)cc1	?	3%	29%	?	-2	6%	-13%
Cc1ccc(-c2nn(-c3cccc(F)c3)cc2CN(C)CCO)o1	-22%	i	22%	-17%	7	?	3%
O=S(=O)(c1ccccc1)N1CCCC(CN2CCCC2)CC1 (centres undefined)	-33%	i	-31%	?	-7	-2%	0%
CCOc1ccc(C(=O)NCC(c2ccc3c(c2)OCO3)N2CCOCC2)cc1 (centres undefined)	·	·	3%	·	9	·	-16%
COc1cc(NC(=O)CN(C)S(=O)(=O)c2ccc3c(c2)CCCC(=O)N3)cc(OC)c1OC	·	·	37%[activator]	·	3	·	1%
CC(C)C(NS(=O)(=O)c1ccc2c(c1)oc(=O)n2C)C(=O)NCc1ccccc1 (centres undefined)	·	·	-4%	·	2	·	12%
COc1ccccc1-c1ccc(CN2CCCCC2C(=O)NCC(F)F)cc1 (centres undefined)	45µM*!	·	·	?	18&11	·	·
Cc1ccc(NC(=O)c2cnn3c(C(F)F)cc(-c4ccccc4)nc23)c(C)c1	·	·	0%	·	-50*	·	5%
O=C(c1ccncc1)N1CCC2(CC1)CC(N(Cc1ccc(F)cc1)C1CC1)CCO2 (centres undefined)	-16%	-5%	5%	?	1	-10%	-8%
Cc1ccc2c(=O)cc(CSc3nnc(-c4ccccc4)n3C)[nH]c2c1C	·	·	9%	·	-7	·	-4%
CCOc1ccccc1NC(=O)C1CCCN1S(=O)(=O)c1ccc2c(c1)C(C)(C)C(=O)N2C (centres undefined)	·	·	6%	·	-9	·	0%
O=C1CCN(C(=O)[C@H](Cc2ccccc2)NC(=O)NC2CCCCC2)CCCOCCN1	-12%	-13%	-25%	-22%	10	-3%	-15%
O=C(C1CCCN(Cc2cccc(-c3ccc(F)cc3F)c2)C1)N1CCN(Cc2ccccc2)CC1 (centres undefined)	40µM*	-24%	-17%	?	16	·	4%
COc1ccc(CNC(=O)c2cc3c(=O)oc4ccc(C)cc4c3s2)c(OC)c1	·	·	-20%	·	13	·	-9%
COc1ccc(N(C(=O)c2ccc(C(C)(C)C)cc2)S(=O)(=O)c2ccc(Cl)cc2)cc1	·	·	?	·	-15	·	?
Cc1ccc(C(=O)c2cn(Cc3ccccc3C)c3nc(C)ccc3c2=O)cc1	·	·	?	·	2	·	?
COCc1nc(C2CCN(C(=O)c3ccccn3)C2)no1 (centres undefined)	-1%	i	-15%	0%	13	4%	2%

Part of the list above, field by field.
CCOc1ccc(C(=O)NCC(c2ccc3c(c2)OCO3)N2CCOCC2)cc1 (centres undefined)
  NIH3T3 tox = ·; GPT2 inhibitor = ·; SNCA expr inh = 3%; HEK293 tox = ·; IP6K1 inh = 9; FLuc inh = ·; SNCA viab count = -16%

COc1cc(NC(=O)CN(C)S(=O)(=O)c2ccc3c(c2)CCCC(=O)N3)cc(OC)c1OC
  NIH3T3 tox = ·; GPT2 inhibitor = ·; SNCA expr inh = 37%[activator]; HEK293 tox = ·; IP6K1 inh = 3; FLuc inh = ·; SNCA viab count = 1%

CC(C)C(NS(=O)(=O)c1ccc2c(c1)oc(=O)n2C)C(=O)NCc1ccccc1 (centres undefined)
  NIH3T3 tox = ·; GPT2 inhibitor = ·; SNCA expr inh = -4%; HEK293 tox = ·; IP6K1 inh = 2; FLuc inh = ·; SNCA viab count = 12%

COc1ccccc1-c1ccc(CN2CCCCC2C(=O)NCC(F)F)cc1 (centres undefined)
  NIH3T3 tox = 45µM*!; GPT2 inhibitor = ·; SNCA expr inh = ·; HEK293 tox = ?; IP6K1 inh = 18&11; FLuc inh = ·; SNCA viab count = ·

Screening data (PubChem)
